# Mtb UGM inh – inhibitors of M. tuberculosis UDP-galactopyranose mutase; inhibition, % at 10 µM; AID 504406; purified UGM, fluorescence polarization probe displacement; actives 0.06% (n = 320,000); in the data active = inhibition above about 10%, passing the limit was not always enough
# Target sequence (P9WIQ1 whole entry, looked up): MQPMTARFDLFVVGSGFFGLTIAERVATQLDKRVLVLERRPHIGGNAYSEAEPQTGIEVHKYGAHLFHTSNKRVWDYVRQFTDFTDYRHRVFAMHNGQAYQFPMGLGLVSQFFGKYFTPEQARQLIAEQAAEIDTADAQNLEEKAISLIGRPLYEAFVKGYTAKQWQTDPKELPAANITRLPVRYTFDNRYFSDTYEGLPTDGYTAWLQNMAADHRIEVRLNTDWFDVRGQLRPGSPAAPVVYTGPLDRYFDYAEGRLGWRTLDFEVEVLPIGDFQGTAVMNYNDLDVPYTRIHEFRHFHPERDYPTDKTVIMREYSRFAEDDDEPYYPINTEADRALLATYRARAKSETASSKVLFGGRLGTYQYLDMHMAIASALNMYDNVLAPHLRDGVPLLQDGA
# GDH-TPI inh – counter-screen for M. tuberculosis FBA inhibitors: GDH-TPI coupled enzymes; inhibition, % at 4.8 µM; GDH-TPI coupled enzyme counterscreen, NADH absorbance; actives 1.2% (n = 360,000); in the data active = inhibition above about 30%;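 also: 0% = DMSO wells and 100% = wells lacking the enzyme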
# Y pestis TopoI – Y. pestis Topo-I inhibition via cleavage products. activity, % at 10 µM. actives 0.064% (n = 360,000). Y. pestis Topo-I cleavage product accumulation, plate reader; in the data active = activity above about 50%, passing the limit was not always enough; also: inactives centre near 2
# BH1578 lux ind – inducers of Vibrio cholerae quorum light production without autoinducers. actives 0.16% (n = 350,000). V. cholerae BH1578 lux reporter, luminescence, 6 h. AID 588436. activation, % at 18.7 µM; in the data active = activation mostly above about 9.7%, no sharp cut-off; also: not every result past the cut was called active; inactives centre near 0; reference of the scale not given here
# Mtb BioA inh – BioA (M. tuberculosis) enzyme inhibition | purified M. tuberculosis BioA enzyme, plate reader | actives 0.096% (n = 360,000) | AID 602481 | inhibition, % at 9.99 µM; in the data active = inhibition above about 40%
# PfHsp40 rescue – restores yeast growth despite PfHsp40 toxicity; S. cerevisiae expressing PfHsp40, growth rescue, ATP luminescence; growth rescue, % at 12.5 µM; actives 0.68% (n = 340,000); in the data active = growth rescue above about 28%, passing the limit was not always enough;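 also: yeast W303a lacking pdr1 and pdr3 grown in galactose medium; growth measured after three days at 30 °C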
# FadD28 binding – blocks FadD28 binding to the bisubstrate probe; actives 0.22% (n = 360,000); inhibition, % at 12.5 µM; fluorescence polarization; in the data active = inhibition above about 8.5%, passing the limit was not always enough
# TcdB inh – inhibitors of Clostridioides difficile toxin B glycohydrolase. P18177. TcdB glycohydrolase enzymatic assay, plate reader. inhibition, % at 9.99 µM. actives 0.24% (n = 350,000). AID 652162; in the data active = inhibition above about 10%
# Mtb FBA inh – Mtb fructose-bisphosphate aldolase inhibition; purified M. tuberculosis FBA, fluorescence read-out; inhibition, % at 1 µM; actives 2.3% (n = 360,000); AID 588726; in the data active = inhibition above about 27%;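 also: 0% = vehicle and 100% = reference inhibitor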
# Target sequence (P9WQA3 whole entry, looked up): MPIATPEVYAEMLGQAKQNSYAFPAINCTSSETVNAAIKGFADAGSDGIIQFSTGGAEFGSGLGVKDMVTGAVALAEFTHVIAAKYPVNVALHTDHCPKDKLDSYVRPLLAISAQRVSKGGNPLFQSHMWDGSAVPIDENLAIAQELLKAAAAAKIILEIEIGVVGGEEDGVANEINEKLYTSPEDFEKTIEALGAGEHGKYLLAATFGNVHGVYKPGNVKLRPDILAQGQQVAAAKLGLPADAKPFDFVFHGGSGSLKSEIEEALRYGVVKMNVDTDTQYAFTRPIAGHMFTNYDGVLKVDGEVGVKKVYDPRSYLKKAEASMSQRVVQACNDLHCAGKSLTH
# * marks the source's active call; other numbers are inactive results; i = inactive; nt = no result given. Rows are unselected. About 4.6% of those tested had a hit in this group.
SMILES,Mtb UGM inh,GDH-TPI inh,Y pestis TopoI,BH1578 lux ind,Mtb BioA inh,PfHsp40 rescue,FadD28 binding,TcdB inh,Mtb FBA inh
O=C(CNc1ccc(F)cc1)c1ccccc1,-3.8,-0.8,2.9,-3.6,nt,-0.3,-1.4,0.5,3.6
CCCC(=O)Nc1c(-c2ccc(OC)cc2)c(=O)c2ccccc2n1C,3.1,22.9,2.6,-2.8,-0.1,-1.5,-0.8,nt,28.4*
COc1ccc(NC(=O)CCCNC(=O)Cn2cnc3sc4c(c3c2=O)CCCC4)c(OC)c1,-1.3,-3.8,0.9,-1.2,-0.2,0.4,1.5,0.8,4.4
O=C(Cc1ccccc1F)N1CCN(CC(=O)N2CCCC2)CC1,1.7,-0.9,3.2,-2.9,1.6,0.6,-3.0,0.2,0.8
COc1cccc(NC(=O)C2CC(=O)N(Cc3ccc(C)cc3)C2)c1 (centres undefined),-1.4,9.9,6.3,i,0.2,0.0,-2.6,-0.3,2.8
COc1cc2c(cc1O)C[C@H]1NCCc3cc4c(c-2c31)OCO4,1.5,17.6,-32.3,10.0,-0.7,-1.5,-1.1,-27.3,30.4*
COCCN1CN(S(=O)(=O)c2ccc(Cl)cc2)c2nc3ccccc3nc21,1.8,5.0,8.7,3.4,nt,0.3,-0.4,nt,8.3
O=C(Cn1cnc2ccccc2c1=O)NCCC(=O)Nc1ccc(F)cc1,0.2,17.8,5.1,i,-0.7,1.9,-1.5,-8.1,0.0
CC(=O)Nc1ccc(S(=O)(=O)NCC2CCC(C(=O)NCCC3=CCCCC3)CC2)cc1 (centres undefined),1.6,1.9,28.3,i,-0.5,-1.0,-2.5,0.0,0.6
CS(=O)(=O)c1ccc(C(=O)NNC(=O)c2ccccc2-n2cccc2)cc1,2.2,-1.1,-1.2,8.0,-1.3,-0.1,-1.0,0.7,1.9
CCOc1ccc(S(=O)(=O)N2CCOCC2)cc1NC(=O)CN1C(=O)NC2(CCCC2)C1=O,1.5,2.1,-8.8,-0.9,-1.8,0.2,0.8,2.2,-0.8
COc1cccc(-c2nn(-c3ccccc3)cc2CN(C)Cc2c(C)nc3ccccn23)c1,-3.8,8.4,2.6,-0.3,-0.7,0.0,-1.2,2.5,0.2
COc1ccc(-n2c(Cc3cccn3C)nnc2SCC(=O)N2CCCc3ccccc32)cc1,0.3,-9.5,-5.2,0.0,-2.6,-0.6,-2.1,nt,-0.1
O=C(COC(=O)C1CCCCC1)Nc1cccc(Br)c1,4.6,3.9,7.4,-2.0,-0.9,1.6,-2.9,0.4,-1.9
COc1ccc(NC(=O)c2ccc(NC(=O)COC(=O)CC(NC(=O)c3ccccc3Cl)c3ccccc3)cc2)cc1 (centres undefined),nt,7.2,6.6,-0.2,nt,-0.2,-0.6,nt,-7.1
Cc1ncsc1CCC(=O)N1CCCC(Nc2ccc(F)c(F)c2)C1 (centres undefined),1.4,-5.6,3.9,-0.6,5.6,-1.2,-2.8,1.9,-1.1
Cc1cc(C)n(-c2n[nH]c(C)c2[N+](=O)[O-])n1,-0.5,-1.9,7.4,-1.4,nt,0.1,-2.2,0.4,0.4
Nc1cc(-c2ccc(Br)cc2)nn1Cc1ccccc1,nt,-6.6,-4.6,i,nt,1.1,1.1,0.5,0.1
CC(C(=O)NCC1CCCCC1)N1CCc2ccccc2C1 (centres undefined),1.0,1.6,25.7,-0.6,nt,-0.4,0.3,0.2,1.5
CCn1cc(/C=C(\NC(=O)c2ccccc2)C(=O)NCCN2CCOCC2)c2ccccc21,nt,47.8*,2.4,i,-1.7,nt,-1.1,-0.1,-4.0

# Among those listed so far, these have bromine:
SMILES,Mtb UGM inh,GDH-TPI inh,Y pestis TopoI,BH1578 lux ind,Mtb BioA inh,PfHsp40 rescue,FadD28 binding,TcdB inh,Mtb FBA inh
O=C(COC(=O)C1CCCCC1)Nc1cccc(Br)c1,4.6,3.9,7.4,-2.0,-0.9,1.6,-2.9,0.4,-1.9
Nc1cc(-c2ccc(Br)cc2)nn1Cc1ccccc1,nt,-6.6,-4.6,i,nt,1.1,1.1,0.5,0.1

# Carrying on:
SMILES,Mtb UGM inh,GDH-TPI inh,Y pestis TopoI,BH1578 lux ind,Mtb BioA inh,PfHsp40 rescue,FadD28 binding,TcdB inh,Mtb FBA inh
Cc1nnc(SCC2=C(C(=O)O)N3C(=O)C(NC(=O)COc4ccccc4)C3SC2)s1 (centres undefined),nt,4.1,2.8,1.1,-1.0,-1.2,-0.1,-0.1,0.3
CC(Sc1nc(N)cc(N)n1)C(=O)NCCC1=CCCCC1 (centres undefined),-1.3,0.7,0.5,-2.1,1.9,-0.4,-2.3,0.4,1.7
CC(=O)c1ccc(OCC(=O)NCc2ccc(F)cc2)cc1,1.2,0.0,11.6,-0.5,nt,-0.8,-0.2,-0.9,0.7
CC(NC(=O)c1cccs1)C(c1cccs1)N1CCN(c2ccccc2)CC1 (centres undefined),-1.2,-2.4,21.6,2.1,2.0,-0.3,-1.1,1.4,1.2
COc1ccccc1OCCOc1ccc(C(=O)c2ccccc2)cc1,-0.4,-4.2,42.1,-0.2,nt,7.1,-3.3,1.1,-5.7
O=C(/C=C/c1cccs1)Nc1nncs1,3.0,69.6*,3.0,-0.1,nt,0.1,-2.7,0.9,-6.1
CN1CCN(CCC(=O)Nc2ccc(Br)cc2)CC1,0.3,-9.0,2.6,-0.3,nt,0.3,-1.9,0.4,0.2
CN1CCN(C(=O)C2CCCN(S(=O)(=O)c3ccc(F)cc3)C2)CC1 (centres undefined),2.2,2.3,-3.6,-8.5,nt,0.9,0.0,-7.9,-0.5
CCCCCCCc1c(O)nc(SCCN2CCOCC2)[nH]c1=O,0.2,3.1,1.6,-0.4,1.4,-1.9,0.1,-0.6,1.3
CCOC(=O)/C(=N/O)C1=NC(C)(C)Cc2cc(C)c(C)cc21,-0.8,-4.2,10.0,-1.0,0.6,-0.4,1.0,0.1,-0.1
NC(=S)N=Nc1c(O)n(Cc2ccccc2)c2ccccc12,3.7,18.2,11.9,-0.3,-0.2,0.4,-2.7,-0.3,-3.7
CCOC(=O)CSC1=Nc2ccccc2C2=NC(CC(=O)NCc3cccs3)C(=O)N12 (centres undefined),3.9,9.1,4.0,-0.3,0.8,-0.4,0.7,nt,4.5
C/C(CCc1ccccc1)=N\NC(=O)CCc1ccccc1,1.3,-6.8,-1.1,-0.2,nt,-0.7,-4.3,nt,-3.1
O=C(CSc1nnc(Nc2ccccc2)s1)NCc1cccs1,-0.4,0.0,-1.9,-0.2,nt,-0.6,-2.5,nt,0.6
COC(=O)c1ccc(N=C2SCC(=O)N2C)cc1,1.7,22.8,2.7,0.2,-0.7,-1.0,-0.8,0.8,2.4
CCc1c(C(=O)Nc2ncn(Cc3cccc(C)c3)n2)csc1C,1.5,15.5,6.6,-0.1,nt,-0.1,1.0,nt,0.3
COCCN(C(=O)CNC(=O)c1ccco1)C(C(=O)NC1CCCCC1)c1cccnc1 (centres undefined),-0.2,5.3,6.8,i,0.7,-0.6,-0.7,3.0,-1.4
O=C(COC(=O)Cc1ccccc1)Nc1cccnc1Cl,0.9,-5.0,-2.5,i,nt,0.5,-2.4,-0.1,2.8
C=CCN1C(=O)/C(=c2\sc3nc(=O)c(Cc4ccccc4Cl)nn3c2=O)c2ccccc21,3.5,3.1,-6.7,i,-0.7,0.0,-0.5,0.5,1.2
CCc1cccc(NC(=O)CCCCCC2NC(=O)NC2C)c1 (centres undefined),1.1,-1.2,11.7,0.3,nt,-0.1,0.8,2.4,3.4
COc1ccc(C(=O)Nc2cc(C(F)(F)F)ccc2-n2cncn2)cc1,-1.4,-3.6,-0.5,-0.3,0.8,-0.5,-0.9,nt,2.8
CCC(CC)C1C(C#N)=C(N)Oc2n[nH]c(C)c21 (centres undefined),-2.3,-3.8,-1.0,0.6,2.2,1.0,-5.6,nt,1.0
Fc1cccc(CSc2ccc(-c3ccc4c(c3)OCO4)nn2)c1,1.2,1.5,-0.9,-0.2,1.2,-0.6,-4.2,0.5,-2.0
CC(C)(C)c1ccc(C(=O)N2CCC(C(=O)NC3CCCCCC3)CC2)cc1,-0.6,4.5,20.7,-0.3,nt,2.8,0.3,3.2,-5.3
COc1ccc2cc(/C=N/NC(=O)c3ccc(CN(c4cccc(Cl)c4Cl)S(C)(=O)=O)cc3)c(Cl)nc2c1,nt,-7.4,-8.7,-0.2,-2.9,1.3,-2.3,nt,8.8
O=C(COC(=O)Cc1c[nH]c2ccccc12)Nc1cccc2ccccc12,0.7,-5.2,11.0,-0.3,nt,-0.4,-1.9,nt,1.2
Cn1c(/C(C#N)=C(\O)c2cccc(F)c2)nc2ccccc21,-2.9,10.1,-3.1,i,-1.0,1.5,1.7,0.0,0.5
CC1(C(=O)NS(=O)(=O)c2ccc(Cl)cc2)CCN1C(=O)Cc1ccsc1 (centres undefined),nt,-0.4,4.1,1.6,0.3,nt,-1.6,0.2,1.4
O=C(NO)c1ccccc1C(F)(F)F,0.0,-0.6,1.0,i,nt,1.6,-2.9,0.2,-0.9
COc1ccc(CN2CC(C(=O)NCCN3CCN(c4ccccc4F)CC3)CC2=O)cc1 (centres undefined),-0.7,-8.5,1.6,i,-2.3,1.2,-4.3,nt,-0.3
Cc1nn(Cc2ccc(Cl)cc2)c2sc(C(=O)O)cc12,4.5,0.6,-5.1,-0.3,nt,0.5,-2.9,2.7,2.8
Cc1cnc(CNC(=O)c2ccc3sc([C@@H]4O[C@H](CO)[C@H](O)[C@H](O)[C@H]4O)nc3c2)cn1,nt,4.0,-0.3,i,-1.1,nt,-1.6,0.3,-2.5
CC1CCCN(c2nc(N(C)c3ccccc3)nc(N)c2[N+](=O)[O-])C1 (centres undefined),-2.6,19.8,29.5,-0.3,nt,1.3,-1.9,2.5,-1.1
CSCC[C@H](NC(=O)[C@H](Cc1ccccc1)n1c(=O)[nH]c2ccccc2c1=O)C(=O)N[C@@H](Cc1ccccc1)C(=O)O,2.1,6.9,-1.6,-0.1,-0.4,1.5,-2.3,0.4,-0.8
Clc1ccc(-c2nnc3n2CCCS3)cc1,0.3,4.1,9.5,-0.5,7.3,1.6,-0.2,nt,2.5
O=C1NCN(c2ccccc2)C12CCN(C(CCc1ccccc1)c1nnnn1C1CCCCC1)CC2 (centres undefined),nt,nt,nt,nt,4.9,nt,-2.3,-0.2,-2.3
CC1CCc2c(sc(NC(=O)CSc3ncn[nH]3)c2C#N)C1 (centres undefined),-0.6,4.8,2.5,i,1.1,1.2,-4.9,1.3,-1.8
Cc1cc(OCC(=O)OCC(=O)N(C)c2c(N)n(Cc3ccccc3)c(=O)[nH]c2=O)ccc1Cl,-0.8,12.4,13.2,-0.4,nt,0.7,-3.4,3.5,-0.9
CCCCn1c(SCc2ncc(-c3ccccc3)o2)nc2cc(S(N)(=O)=O)ccc21,-1.0,7.7,-1.8,i,nt,0.2,-1.2,nt,-3.4
COc1cc2[nH]c(=O)c(C(=O)NCCCN3CCCCC3)c(O)c2cc1OC,-0.1,19.1,-3.1,7.7,-0.7,-0.3,-1.0,nt,16.0
CCNC(=S)N(CCCO)Cc1cc2cc3c(cc2[nH]c1=O)OCCO3,0.8,13.7,3.0,-0.3,-2.1,-1.1,0.2,-5.2,13.7
Cc1cc(C)n2nc(CNS(=O)(=O)c3ccc(C)c(C)c3)nc2n1,-0.6,-8.1,12.6,-0.2,0.8,-1.1,-1.5,1.5,2.3

# A section from further up, as a working copy:
SMILES,Mtb UGM inh,GDH-TPI inh,Y pestis TopoI,BH1578 lux ind,Mtb BioA inh,PfHsp40 rescue,FadD28 binding,TcdB inh,Mtb FBA inh
CCCCn1c(SCc2ncc(-c3ccccc3)o2)nc2cc(S(N)(=O)=O)ccc21,-1.0,7.7,-1.8,i,nt,0.2,-1.2,nt,-3.4
COc1cc2[nH]c(=O)c(C(=O)NCCCN3CCCCC3)c(O)c2cc1OC,-0.1,19.1,-3.1,7.7,-0.7,-0.3,-1.0,nt,16.0
CCNC(=S)N(CCCO)Cc1cc2cc3c(cc2[nH]c1=O)OCCO3,0.8,13.7,3.0,-0.3,-2.1,-1.1,0.2,-5.2,13.7
Cc1cc(C)n2nc(CNS(=O)(=O)c3ccc(C)c(C)c3)nc2n1,-0.6,-8.1,12.6,-0.2,0.8,-1.1,-1.5,1.5,2.3

# Compound activity: PubChem BioAssay, several laboratories
